TCR act = T cell receptor activation; primary human leukocytes, anti-CD3, IL-2 HTRF, 48 h; Potency, µM (series often up to 9.22 µM), for the others: at the top dose activation of IL-2 secretion, actives largely listed as activators; 330,000 tested, under 10 active; further: % of control where 0% means no effect
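1) Mix primary human leukocytes, a-CD3 beads and compound. 2) Incubate 48 hr. 3) Add HTRF IL-2 reagents (a-IL-2-K, a-IL-2-d2).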
AT treatment = candidate therapy for ataxia-telangiectasia; […] A-T fibroblasts, KAP-1 phosphorylation AlphaLISA; neocarzinostatin DNA damage 30 min before lysis; Potency, µM (highest dose often 57.5 µM), inactives show at the top dose activation, hits mostly activators; 320,000 tested, 0.19% active; AID 485349; further: potency means the concentration at half of the fitted maximal effect; % of control where 0% means no effect; nearly all actives have a fitted effect of over 45% in size
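ATM-like activity read as KAP-1 phosphorylation via AlphaLISA donor/acceptor antibody pairs after lysis and 6 hr at 25C. Cells were ATM-null patient fibroblasts ([…], hTERT), dosed 60 min, then exposed to the DSB inducer NCS for 30 min.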
CXXC DNA block = blocks binding of human MLL CXXC domain to DNA; Q03164; MLL-CXXC / FITC-HOXA9 DNA fluorescence polarization; Potency, µM (highest dose often 115 µM), without a hit: at the top dose activity change, negative = inhibition, usual class: inhibitors; 290,000 tested, 0.037% active; AID 2662; active means well fitted inhibition curve with a large enough effect in the polarisation, with a control signal flat, not every such curve was filed as active; inconclusive means small, poorly fitted or top-dose-only effect, or effect the other way, or a change in a side signal; inactive means no such curve, though single readings can be large or run the other way; the % refers to the polarisation; further: potency means the concentration at half of the fitted maximal effect
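Fluorescence polarization: 7 uM MLL-CXXC (stock) preincubated 5 min with compounds, then 50 nM fluorescein-HOX-A9 DNA (stock) added; 30 min ambient. Buffer 50 mM Tris-HCl pH 7.5, 50 mM NaCl, 1 mM DTT, 0.05% BSA.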
ELG1 repair inh = inhibitors of ELG1-dependent DNA repair in HEK293T cells; HEK293T ELG1-luciferase reporter, luminescence, 16 h; DNA damage induced by 5-fluorouridine; Potency, µM (doses to about 46.1 µM), for the others: at the top dose activity change, negative = inhibition, most hits filed as inhibitors; 330,000 tested, 2.3% active; AID 504467; further: potency means the concentration at half of the fitted maximal effect; on the % scale 0 is the no-effect control and ±100 the full control effect; nearly all actives have a fitted effect of over 55% in size
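Luminescence from the luciferase reporter, measured 30 min after ONE-Glo reagent at room temperature, was the read-out. Beforehand, 2,000 cells per well were exposed for 16 hr at 37 °C to 5-fluorouridine together with compound or vehicle.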
TRPV1 ag = human TRPV1 agonism. TRPV1-expressing cells, Fluo-8 calcium influx, agonist mode. AID 540275. 320,000 tested, 0.19% active. activation, % at 8.33 µM; in the data active means activation above about 80%; inconclusive means between about 30% and that limit; further: 0% is about no effect
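TRPV1-expressing cells were cultured overnight at 35.5C and loaded with Fluo-8 calcium dye for 40 to 90 min at room temperature. After a 10 s baseline, compound was added and calcium influx was read kinetically for 3 min (ex 480/em 520 nm).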
p53 reactivation = mutant p53 re-activation in reporter cells | Potency, µM (titrated, usually from 92.2 µM), inactives show top-dose activity change, positive = activation, usual class: activators | AID 504706 | H1299 p53-A138V BP100-luciferase reporter, luminescence, 24 h | 320,000 tested, 0.063% active; further: potency means the concentration at half of the fitted maximal effect; % of control where 0% means no effect; nearly all actives have a fitted effect of over 45% in size
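H1299 (p53-null), stable ts p53-A138V + BP100-Luc; 1000 cells/well, Opti-MEM/10% FBS; cpd 4 pt, 1:5; 24 h, 37 deg C, 5% CO2; detection reagent 10 min RT; luminescence.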
PTAP TSG101 blk = blocks PTAP/TSG101 interaction to inhibit HIV-1 budding. Q99816. Potency, µM (highest dose often 115 µM), for the others: at the top dose activity change, negative = inhibition, usual class: inhibitors. Fluorescence polarization, FITC-PTAP peptide / Tsg101 binding. 340,000 tested, under 10 active; active means well fitted inhibition curve with a large enough effect in the main read-out, with a control signal flat, not every such curve was filed as active; inconclusive means small, poorly fitted or top-dose-only effect, or effect the other way, or a change in a side signal; inactive means no such curve, though single readings can be large or run the other way; further: potency means the concentration at half of the fitted maximal effect; % of control where 0% means no effect
Target sequence (Q99816 whole entry, looked up): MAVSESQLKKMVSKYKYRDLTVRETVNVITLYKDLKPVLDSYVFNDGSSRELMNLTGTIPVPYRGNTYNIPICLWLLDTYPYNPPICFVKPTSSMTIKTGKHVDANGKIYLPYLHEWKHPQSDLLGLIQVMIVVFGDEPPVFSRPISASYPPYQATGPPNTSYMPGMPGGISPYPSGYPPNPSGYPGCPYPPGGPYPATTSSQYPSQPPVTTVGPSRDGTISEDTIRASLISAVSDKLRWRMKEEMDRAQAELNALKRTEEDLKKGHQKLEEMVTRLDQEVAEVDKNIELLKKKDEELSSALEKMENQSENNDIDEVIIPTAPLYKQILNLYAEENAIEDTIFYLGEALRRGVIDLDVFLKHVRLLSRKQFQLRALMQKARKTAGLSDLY
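Steps: Tsg101 binding domain dispensed (10 uM final), compounds pinned in DMSO, FITC-labeled PTAP-motif peptide added (50 nM final); after 20 min binding at room temperature, polarization measured.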
BRCA1 expr act = increases BRCA1 expression; MCF7-BRCA1-FFLuc reporter, luminescence, 48 h; response scale: scaled: vehicle 0%, 10 µM genistein 100%; Potency, µM (series often up to 46.1 µM), for inactives: top-dose activation, actives largely listed as activators; 380,000 tested, 1.1% active; further: potency means the concentration at half of the fitted maximal effect; nearly all actives have a fitted effect of over 80% in size; some results filed as inactive show a strong effect at the top dose
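Cells: MCF7-BRCA1-FFLuc, 2000/well. Exposure: 48 h, 37 °C, 5% CO2. Read: luminescence, 15 min post-substrate. Controls: genistein 10 microM (maximal activation), DMSO (neutral).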
Integrin act MD = activators of alpha7 integrin expression for muscular dystrophy; Potency, µM (series often up to 38.3 µM), for inactives: at the top dose activation, actives largely listed as activators; 350,000 tested, 0.064% active; alpha7betagal myoblasts, beta-gal FDG fluorescence, 48 h;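 further: potency means the concentration at half of the fitted maximal effect; 100% = response of the positive control SU9516; nearly all actives have a fitted effect of over 60% in size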
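alpha7betagal+/- myoblasts (passage 13, 250/well) treated 48 h at 37C with compounds at 1:260 dilution of DMSO stock. Lysed, then beta-galactosidase activity read as FDG fluorescence (ex 480/em 540) after 30 min, with pre-read for autofluorescence.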
B2AR arrestin = recruits beta-arrestin to the human beta2-adrenergic receptor. beta-arrestin recruitment to beta2AR, cell-based reporter. P07550. Potency, µM (series often up to 46.1 µM), for inactives: at the top dose activation, usual class: activators. 330,000 tested, 0.02% active;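 further: potency means the concentration at half of the fitted maximal effect; 0% = DMSO controls and full agonism = EC100 isoproterenol or metaproterenol; nearly all actives have a fitted effect of over 65% in size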
Target sequence (P07550 whole entry, looked up): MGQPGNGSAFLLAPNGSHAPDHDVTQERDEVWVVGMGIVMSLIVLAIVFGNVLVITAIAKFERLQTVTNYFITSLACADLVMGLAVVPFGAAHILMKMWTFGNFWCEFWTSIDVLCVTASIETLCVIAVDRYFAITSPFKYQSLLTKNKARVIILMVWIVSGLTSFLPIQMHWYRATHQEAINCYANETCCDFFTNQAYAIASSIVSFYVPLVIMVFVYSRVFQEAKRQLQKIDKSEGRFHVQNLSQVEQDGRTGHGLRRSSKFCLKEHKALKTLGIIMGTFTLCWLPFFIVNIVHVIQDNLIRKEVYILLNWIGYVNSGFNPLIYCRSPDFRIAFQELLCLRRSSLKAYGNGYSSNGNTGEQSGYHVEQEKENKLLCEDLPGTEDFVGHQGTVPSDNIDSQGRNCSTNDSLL
The depositor's hits bear a star; u = inconclusive; x = no result given; [ ] = remark or other dose. Unless noted, the call rests on the fitted dose curve; in most records, active means well fitted curve in the direction sought with a large enough effect; inconclusive means small, poorly fitted or top-dose-only effect, or another doubt; inactive means no such curve, though single readings can be large; an effect the other way counts as inactive or inconclusive.

SMILES | TCR act | AT treatment | CXXC DNA block | ELG1 repair inh | TRPV1 ag | p53 reactivation | PTAP TSG101 blk | BRCA1 expr act | Integrin act MD | B2AR arrestin
CC1CCN(C(=O)CSCc2ccc(Cl)cc2)CC1 | 0% | x | -18% | u | 19 | u | -1% | 2.8µM* | 20% | -0.4%
CCCc1cc(=O)oc2cc(C)cc(OCC(=O)Nc3cccnc3)c12 | -2% | 1% | -8% | -24% | 22 | -8% | 3% | -46% | u | 0.1%
Cc1cccc(OCCn2ccnc2)c1C | 0% | -3% | -4% | -3% | 11 | 4% | -8% | 0% | 12% | 0.3%
COc1ccc(CCNC(=O)C(NS(=O)(=O)c2ccc3c(c2)CCN3C(C)=O)C(C)C)cc1OC (stereo not given) | x | 1% | 4% | 20% | 0 | -3% | x | x | x | -0.4%
CC(C)Cn1cnc2c1c(=O)n(CC(=O)Nc1ccc3c(c1)OCO3)c(=O)n2Cc1ccccc1 | -14% | 0% | 2% | 1% | 5 | -1% | -6% | -17% | -28% | -0.4%
CCOC(=O)C1(C)C=C(Nc2ccccc2)C(=O)N1c1ccccc1 (stereo not given) | -33% | -3% | 26% | u | 0 | 7% | -4% | 17% | 2% | -1.0%
COc1ccc(CCn2c(=N)c(S(=O)(=O)c3ccc(C)cc3)cc3c(=O)n4ccccc4nc32)cc1 | -2% | -5% | 5% | -9% | u | -3% | 2% | -9% | u | -0.2%
CC(=O)c1ccc(OCC(=O)Nc2cccc(C(=O)Nc3c(C)n(C)n(-c4ccccc4)c3=O)c2)cc1 | -4% | x | x | x | x | x | -2% | 7% | 2% | x
CC(C)c1nc(SCC(=O)c2ccccc2)c2c(=O)n(C)c(=O)n(C)c2n1 | -3% | -8% | -6% | 13% | -3 | 3% | 2% | 8% | 18% | -0.4%
CCOc1ccc(NC(=O)CN(C)C(=O)c2n[nH]c(=O)c3ccccc23)cc1OCC | 3% | -1% | x | 6% | -2 | 0% | -3% | -16% | -1% | -0.7%
COc1ccc(-c2cc(C(F)F)n3ncc(C(=O)n4ccnc4C)c3n2)cc1 | 1% | 7% | u | -6% | 9 | 0% | -10% | -45% | u | 3.4%
CCOc1ccc(NC(=O)CSc2nc(=O)n(CCCN3CCOCC3)c3c2CCC3)cc1 | 4% | 2% | x | 6% | 1 | -2% | -1% | 1% | 2% | -0.6%
COc1ccc(S(=O)(=O)N2CCC(C(=O)NCCC(=O)NCc3ccncc3)CC2)cc1 | 1% | 2% | 31%[activator] | 11% | 3 | 5% | -1% | 0% | -4% | 0.6%
COc1ccc(O)c(C2=Nc3ccccc3N=C(c3ccccc3)C2)c1 | 4% | 15% | -3% | u | 4 | 11% | -8% | 0% | -19% | -0.4%
COc1ccc(Cn2ccnc2CO)cc1[N+](=O)[O-] | x | 10% | -1% | -5% | 9 | 0% | -1% | 0% | 8% | 0.2%
COc1cccc(/C=N/NC(=O)c2ccc(OCc3cccc(Br)c3)cc2)c1 | x | 11% | 14% | -11% | -3 | -1% | -6% | -38% | 1% | -0.6%
CNC(=S)NNC(=O)CNc1ccc(C)c(Cl)c1 | -6% | -8% | 8% | -8% | -14 | -2% | 1% | -11% | -12% | 0.0%
CCCC(C(=O)NC1CCCCC1)N(CC1CCCO1)C(=O)CNS(=O)(=O)c1ccc(F)cc1 (stereo not given) | 3% | -1% | -1% | -1% | 2 | -1% | 0% | -23% | -1% | 0.1%
CCOC(=O)COn1c(=O)c(C)[n+]([O-])c2ccccc21 | -2% | 2% | -9% | 9% | -4 | -5% | -10% | 6% | -9% | -0.2%
O=C(CCNS(=O)(=O)c1ccc(Cl)cc1)N1CCC2(O)CCCCC2C1 (stereo not given) | 3% | 12% | -11% | -10% | -2 | -3% | -1% | -4% | 14% | -0.4%
O=Nc1c(O)n(Cc2ccccc2)c2ccccc12 | 5% | -7% | -4% | -6% | 0 | -7% | -10% | -25% | u | -0.1%
CCN(CC)CC(=O)NN=C(c1ccccc1)c1ccccc1 | -3% | 0% | 3% | -5% | 3 | -8% | 1% | -31% | 12% | -1.0%
COc1ccc(C(=O)Nc2nc(-c3ccc([N+](=O)[O-])cc3)c(-c3ccc(OC)cc3)s2)cc1 | 0%[46.1 µM] | 5% | 12% | -14% | -10 | -10% | u | -21% | -14% | -0.4%
Cc1nn(Cc2ccccc2)c(C)c1NC(=O)c1cc(-c2ccc3c(c2)OCO3)on1 | 0% | 0% | 2% | u | 4 | -17% | -5% | -24% | -50%[inhibitor] | -0.2%
COc1ccc(C2CC(c3ccc(OC)cc3)n3nc(N)nc3N2)cc1 (stereo not given) | -1% | -5% | 2% | 0% | 1 | 8% | -2% | 20% | 3% | -0.7%
COc1ccc(CN2CCN(CCc3ccccc3)C(CCO)C2)c(Cl)c1OC (stereo not given) | -1% | 1% | 2% | -5% | 1 | x | 0% | 9% | -9% | -0.1%
CC(C)(O)C(O)COc1c2ccoc2cc2oc(=O)ccc12 (stereo not given) | 3% | 1% | -4% | -15% | -5 | 0% | -12% | 24% | 3% | -0.7%
N#Cc1ccsc1NC(=O)CSc1nncs1 | 0% | -2% | x | u | x | 2% | u | u | 11% | 2.3%
CCOC(=O)CCC(NC(=O)CCCCCCCC(=O)NC(CCC(=O)OCC)C(=O)OCC)C(=O)OCC (stereo not given) | 9% | 2% | u | u | 3 | 3% | -3% | -18% | 7% | -0.8%
CC(C)(C)c1nnc2sc(SCCN3C(=O)c4ccccc4C3=O)nn2c1=O | 12% | 7% | -1% | 2% | 0 | 1% | -7% | 0% | 1% | -0.7%
Cc1c(C(=O)N(C)c2ccccc2)oc2c1C(O)CC(C)(C)C2 (stereo not given) | 1% | 0% | 6% | 2% | 3 | 2% | 0% | 1% | 0% | 0.2%
Cc1cc(C)cc(NC(=O)COC(=O)c2ccc(CN3CCCC3=O)cc2)c1 | 6% | 8% | x | u | -1 | 0% | -10% | -3% | -24% | -0.1%
COc1ccc(NC(=O)c2cccc(S(=O)(=O)N3CCCCCC3)c2)cc1 | -3% | 10% | -4% | 21µM* | u | -5% | 1% | -15% | 0% | -0.5%
CC(C)Cn1c(N)c(C(=O)COC(=O)c2cc(-c3ccccc3)nc3ccccc23)c(=O)n(C)c1=O | 3% | -5% | 5% | 7.3µM* | -5 | 1% | -3% | -15% | 2% | 2.9%
C/C(CC(=O)NCc1ccco1)=N\NC(=O)COc1ccc(Cl)cc1Cl | -2% | -1% | 1% | 7% | 2 | 4% | -4% | -27% | -44% | -0.3%
CCNc1ccc(C(=O)OC(C(=O)NC(N)=O)C(C)C)cc1[N+](=O)[O-] (stereo not given) | -6% | -5% | 12% | -2% | 5 | -4% | 2% | -4% | 5% | 0.2%
CC1=C(C(=O)NCCN2CCOCC2)C2(CCC(C)CC2)OC1=O (stereo not given) | 1% | -8% | -4% | u | 1 | 2% | -2% | 38% | -2% | -0.8%
c1ccc(-c2csc3nnc(SCc4ccc5c(c4)OCO5)n23)cc1 | 1% | 27% | -1% | u | 3 | -8% | -14% | -5% | -22% | -0.7%
O=C(CCN1C(=O)c2ccccc2C1=O)Nc1ccc(F)cc1 | -2% | -4% | 4% | -6% | 1 | 0% | -7% | 10% | -8% | -0.1%
CCN(C(=O)CCc1nnc2ccc(NCc3ccco3)nn12)c1ccccc1 | 0% | 18% | 27% | 1% | 0 | -3% | -7% | -14% | -40% | -0.7%
Cc1nn(Cc2ccccc2)c(C)c1C(=O)NCCN1C(=O)S/C(=C\c2ccccc2)C1=O | 6%[46.1 µM] | -6% | -1% | -10% | -4 | -9% | 1% | -12% | -18% | 0.5%
Cc1nc(-c2ccccc2)sc1C1(C)CC(c2ccc(C#N)cc2)=NO1 (stereo not given) | 0% | -36% | 0% | u | -1 | 6% | -1% | 21% | 2% | -0.2%
Cn1nnnc1SCC(=O)NCC(=O)c1ccccc1 | 2% | 10% | 8% | 22% | 1 | 26% | 1% | 3% | -12% | 0.1%
O=C(NC1CCCCC1)N1CCCC(c2nc(-c3ccc(S(=O)(=O)N4CCCC4)cc3)no2)C1 (stereo not given) | -1% | -8% | 0% | u | -1 | 8% | -1% | -23% | -23% | 0.0%

Laid out differently: 3 of the compounds above.
Results follow in this order: TCR act | AT treatment | CXXC DNA block | ELG1 repair inh | TRPV1 ag | p53 reactivation | PTAP TSG101 blk | BRCA1 expr act | Integrin act MD | B2AR arrestin
CC(C)Cn1c(N)c(C(=O)COC(=O)c2cc(-c3ccccc3)nc3ccccc23)c(=O)n(C)c1=O
  3% | -5% | 5% | 7.3µM* | -5 | 1% | -3% | -15% | 2% | 2.9%
C/C(CC(=O)NCc1ccco1)=N\NC(=O)COc1ccc(Cl)cc1Cl
  -2% | -1% | 1% | 7% | 2 | 4% | -4% | -27% | -44% | -0.3%
CCNc1ccc(C(=O)OC(C(=O)NC(N)=O)C(C)C)cc1[N+](=O)[O-] (stereo not given)
  -6% | -5% | 12% | -2% | 5 | -4% | 2% | -4% | 5% | 0.2%

Screens: PubChem BioAssay, National Center for Advancing Translational Sciences (NCATS)
